E-sel inducer – E-selectin induction on HUVECs | P16581 | HUVEC E-selectin immunofluorescence imaging; normalized: neutral wells 0, TNF-alpha wells 100 | activation, % at 7.58 µM | 260,000 tested, 0.37% active;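 active means mean E-selectin-positive cell signal at least 10% of the positive control, reached in at least 60% of replicates, without over 20% cell loss; inconclusive means no rule given, readout overlaps actives, possibly toxicity-flagged; inactive means the rest, including those meeting only one limit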;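 further: in these data hits start at about 27%; measured in HUVEC primary endothelial cells; signal is the percent of cells scored E-selectin positive by PE staining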
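Assay system: HUVEC, human umbilical vein endothelial cells / Amount: 3,000 HUVEC/well / Controls: TNF-alpha positive control, DMSO neutral control / Compound dosing: single concentration / Medium: EGM-2 over gelatin coat / Evaluation: percent E-selectin-positive cells / Signal: immunofluorescence imaging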
esBAF inh – SWI/SNF esBAF complex inhibition. mouse ES cells, Bmi1-luciferase knock-in reporter, 24 h; 100% = twice the neutral-well signal. reporter increase, % at 12.5 µM. 350,000 tested, 2% active; in the data active means activation above about 40%; inconclusive means no clear call, values can overlap the other calls;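 further: 0% = median of the plate's neutral control wells and 100% = double that signal; a rise in the Bmi1 reporter signal indicates esBAF inhibition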
ERAP1 inh – ERAP1 (human) enzyme inhibition; Q9NZ08; recombinant ERAP1, Leu-AMC fluorescence, 60 min; inhibition, % at 10.7 µM; 340,000 tested, 0.15% active; AID 652197;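 active means mean replicate inhibition of at least 30%, or all replicates individually reaching that 30% level; inactive means mean below 30% and not every replicate reaching it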;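 further: 0% = neutral control wells and 100% = L-leucinethiol positive control wells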
Target sequence (Q9NZ08 whole entry, looked up): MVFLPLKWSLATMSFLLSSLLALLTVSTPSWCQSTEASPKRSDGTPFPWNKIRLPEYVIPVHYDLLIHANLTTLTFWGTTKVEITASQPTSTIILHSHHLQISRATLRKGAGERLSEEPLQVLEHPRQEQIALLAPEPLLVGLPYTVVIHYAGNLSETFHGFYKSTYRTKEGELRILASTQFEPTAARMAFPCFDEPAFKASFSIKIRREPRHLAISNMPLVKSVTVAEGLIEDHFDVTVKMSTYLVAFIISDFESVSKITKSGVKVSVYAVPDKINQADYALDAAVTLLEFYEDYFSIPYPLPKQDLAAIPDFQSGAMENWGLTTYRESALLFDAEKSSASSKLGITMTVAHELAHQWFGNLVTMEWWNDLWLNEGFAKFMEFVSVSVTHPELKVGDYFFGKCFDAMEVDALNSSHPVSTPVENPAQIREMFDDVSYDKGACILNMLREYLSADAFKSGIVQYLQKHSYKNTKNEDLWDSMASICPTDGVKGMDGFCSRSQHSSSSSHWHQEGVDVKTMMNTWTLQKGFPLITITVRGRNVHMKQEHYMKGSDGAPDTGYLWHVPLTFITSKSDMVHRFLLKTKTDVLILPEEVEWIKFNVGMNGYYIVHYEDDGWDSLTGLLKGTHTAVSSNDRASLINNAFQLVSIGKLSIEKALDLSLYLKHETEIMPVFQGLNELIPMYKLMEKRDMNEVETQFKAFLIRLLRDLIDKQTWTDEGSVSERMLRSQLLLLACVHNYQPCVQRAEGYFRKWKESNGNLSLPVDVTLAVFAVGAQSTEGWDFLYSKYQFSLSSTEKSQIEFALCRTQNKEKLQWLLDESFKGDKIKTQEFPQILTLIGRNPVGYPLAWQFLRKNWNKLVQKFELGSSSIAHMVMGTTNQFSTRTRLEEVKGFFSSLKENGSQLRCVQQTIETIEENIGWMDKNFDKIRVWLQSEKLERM
Xi reactivation – X-chromosome reactivation activator. XiGFP mouse fibroblasts, % GFP-positive cells imaging, 3 d; cells co-treated with 5-aza-dC sensitizer; scaled so ellipticine positive control = 100%. activation, % at 7.58 µM. 360,000 tested, 0.055% active;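 active means mean normalized replicate activation at least 10% and every replicate at or above 10%; inconclusive means only one of the two criteria met; inactive means mean below 10% and not all replicates reach 10%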;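 further: 0% = median of on-plate neutral control wells and 100% = ellipticine 6 µM median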
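material = 68-5-11 XiGFP fibroblast line | medium = DMEM plus 5-aza-dC sensitizer | schedule = 3 days compound exposure | benchmarks = positive control ellipticine, 6 µM final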
RAD54 branch – inhibitors of human RAD54 branch migration | RAD54 Holliday junction branch migration, FAM/BHQ fluorescence | inhibition, % at 10.4 µM | 360,000 tested, 0.14% active;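 active means mean normalized replicate activity at least 40 and at least half of replicates scoring 40 or more; inconclusive means only one of the two criteria met; inactive means mean below 40 and under half of replicates reaching 40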;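 further: 0% = median of neutral control wells and 100% = median of positive control wells; inhibitors cause a drop in the FAM fluorescence signal; in these data hits start at about 50%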
ERp5 block – ERp5 (human) disulfide isomerase inhibition; Q15084; ERp5 insulin aggregation, absorbance 650 nm, 90 min; inhibition, % at 9.99 µM; 350,000 tested, 0.05% active; AID 651711;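 active means mean replicate inhibition above about 25%, with every replicate also reaching it, limit read from the data, passing the limit was not always enough; inconclusive means only one of those two criteria met; inactive means neither criterion met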
RAD52 inh – RAD52 (human) annealing inhibition | recombinant RAD52 DNA annealing, FRET fluorescence | P43351 | 360,000 tested, 0.46% active | inhibition, % at 18.7 µM | AID 651710;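 active means every replicate showing at least 50% inhibition; inconclusive means mean inhibition at least 50% but not in every replicate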
S100A4 MyoIIA – inhibitors of human S100A4 binding to myosin IIA peptide. S100A4/TAMRA-MyoIIA peptide fluorescence polarization. inhibition, % at 10.7 µM. 360,000 tested, 0.14% active. AID 652163;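 active means mean inhibition of at least 70% across replicates, with every replicate also reaching that level; inconclusive means mean inhibition reaches 70% but some replicates fall short; inactive means mean inhibition below 70%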
Target sequence (P26447 whole entry, looked up): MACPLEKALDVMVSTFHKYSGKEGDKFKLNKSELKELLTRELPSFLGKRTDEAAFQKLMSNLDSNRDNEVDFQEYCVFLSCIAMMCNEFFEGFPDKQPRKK
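Test system: S100A4 monomer protein. Medium: HEPES buffer with Ca2+, pH 7.2. Reagent: fluorescent myosin IIA peptide, 5 nM. Compound dosing: single-point compound testing. Timing: 5 min between mix addition and reading. Benchmarks: DMSO neutral and TFP positive wells.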
An asterisk follows results filed as active; u = inconclusive; x = no result given.

SMILES	E-sel inducer	esBAF inh	ERAP1 inh	Xi reactivation	RAD54 branch	ERp5 block	RAD52 inh	S100A4 MyoIIA
Cc1ccc(NC(=O)CN2CCN(C(=O)c3ccco3)CC2)cc1S(=O)(=O)N(C)C	x	-1	-4	0.0	5	-1	-15	-1
CC(=O)N(C(C)=O)n1c(/C=C/c2cccc([N+](=O)[O-])c2)nc2ccccc2c1=O	x	x	1	0.2	x	0	-8	3
CCN1[C@@H]2Cn3c(ccc(-c4ccccc4OC)c3=O)[C@H]1[C@@H](C(=O)N[C@@H](C)c1ccccc1)[C@@H]2CO	-0.4	3	-1	0.7	2	3	-3	-2
Cc1noc(C)c1S(=O)(=O)N(C)C[C@H]1Oc2ccc(NS(=O)(=O)c3ccc(Cl)cc3)cc2C(=O)N([C@H](C)CO)C[C@H]1C	-0.3	-3	0	0.2	-9	1	3	-4
O=C(Cn1ccc(NC(=O)OCc2ccccc2)nc1=O)NCc1nc2ccccc2[nH]1	0.2	7	2	-0.1	-5	3	-13	5
COc1ccc(-c2cc(C(=O)N3CCCC3)no2)cc1OC	0.1	67*	0	0.0	7	-2	-7	2
O=C(C[C@@H]1CC[C@@H]2[C@H](COC[C@@H](O)CN2C(=O)Nc2ccccc2)O1)NCc1ccncn1	0.1	2	1	0.0	3	2	1	1
Cc1noc(C)c1S(=O)(=O)Nc1ccc2c(c1)C(=O)N([C@@H](C)CO)C[C@@H](C)[C@@H](CN(C)CC1CC1)O2	x	-3	9	-1.0	11	0	19	8
CC(C)OP(=O)(CCP(=O)(OC(C)C)OC(C)C)OC(C)C	-0.7	4	-1	0.0	3	-4	-9	-2
C[C@@H]1CN([C@@H](C)CO)S(=O)(=O)c2ccc(Br)cc2O[C@@H]1CN(C)Cc1cncnc1	-0.2	7	0	0.1	1	0	11	-1
COc1ccccc1OCC(=O)Nc1ccc(S(=O)(=O)Nc2cc(C)on2)cc1	x	-4	0	0.0	7	-3	-20	-4
CCCCN1C[C@H](C)[C@@H](CC(=O)NCc2ccccc2)C1=O	x	-2	-5	0.0	2	3	-4	1
O=C(C[C@H]1C=C[C@@H](NC(=O)c2ccncc2)[C@H](CO)O1)Nc1ccccc1	0.2	x	-4	5.1	x	3	-2	10
CCOC(=O)c1cc([N+](=O)[O-])sc1NC(=O)CC	-0.4	-4	2	0.0	0	7	-12	4
O=C(Nc1ccccc1F)N[C@H]1CC[C@H](CCNS(=O)(=O)c2ccccc2)O[C@H]1CO	0.0	5	-1	0.0	0	-1	-2	10
Cc1cc2oc(=O)cc(CN(C)Cc3cccc(F)c3)c2cc1C	0.3	21	-2	0.1	7	2	-13	-3
CCC(=O)N1CCC2(CC1)CN(Cc1cc(F)ccc1F)[C@H](CO)c1c2c2ccc(OC)cc2n1C	0.4	x	0	0.1	x	-2	-106	23
CNC(=O)C[C@H]1CC[C@@H]2[C@H](COC[C@@H](O)CN2Cc2ccc(C(F)(F)F)cc2)O1	-0.1	-5	0	0.0	5	-1	-11	5
O=C(CSc1ncccn1)NC1CCCc2ccccc21 (configuration not stated)	0.1	-4	-1	0.2	-5	3	-4	2
CCOC(=O)C(=O)C1=CN(Cc2ccccc2)C=C(C#N)C1	52*	0	-3	0.3	20	2	-41	-1
COc1ccc(NC(=O)Nc2ccc3c(c2)CC(=O)N([C@H](C)CO)C[C@H](C)[C@@H](CN(C)S(=O)(=O)c2cccs2)O3)cc1	0.2	-1	0	0.9	5	-2	-7	-10
COc1ccc(CC(=O)NCc2cccc(CNC(=O)Cc3ccc(OC)c(OC)c3)c2)cc1OC	2.2	-9	4	0.0	-6	4	-22	4
CNC[C@@H]1OCCCC[C@H](C)Oc2ccc(NS(=O)(=O)c3c(C)noc3C)cc2C(=O)N([C@@H](C)CO)C[C@H]1C	-0.1	0	x	-0.2	-9	x	x	x
COc1ccc(NC(=O)c2ccc(S(=O)(=O)N3CC(C)OC(C)C3)cc2)cc1 (configuration not stated)	0.4	-5	-7	0.1	x	2	0	-2
CC1=N/C(=C/c2cccnc2)C(=O)O1	x	x	2	0.0	x	8	-20	0
CCN(c1cccc(C)c1)c1ncnc2nc[nH]c12	0.1	-3	1	-0.1	1	0	6	-1
C[C@H]1CN([C@@H](C)CO)C(=O)c2c(c3ccccc3n2C)-c2ccccc2CO[C@@H]1CN(C)C(=O)CCC(F)(F)F	-3.6	9	2	0.0	1	0	12	-10
COc1cccc2c1OCC(C(=O)OCc1cccnc1)=C2	x	x	3	1.0	x	3	-16	-3
COc1cc(/C=N/N(C)C)cc(Br)c1O	x	-4	0	0.1	x	-1	-17	-5
C[C@H]1CN([C@@H](C)CO)C(=O)Cc2cc(NS(C)(=O)=O)ccc2O[C@@H]1CN(C)Cc1ccc2c(c1)OCO2	0.0	-1	13	0.3	5	1	20	5
O=C(NCCc1c[nH]c2ccccc12)/C(=C/c1cccnc1)NC(=O)c1ccco1	11	-8	x	0.0	0	0	-14	-7
O=C1CC(c2ccccc2)C(C(=O)Nc2ccccc2F)N1 (configuration not stated)	0.0	4	-2	0.1	-1	0	-4	1
CCN(CC)S(=O)(=O)c1ccc(NC(=S)Nc2ccccc2)cc1	x	-3	3	0.0	x	3	-59	-9
CCc1ccc(C(=O)COC(=O)C(CCSC)NC(=O)C23CC4CC(CC(C4)C2)C3)cc1 (configuration not stated)	x	x	13	0.1	x	5	-10	2
COc1ccc2nc3sc(C(=O)NCCCN4CCc5ccccc5C4)cc3cc2c1	-0.4	73*	-5	0.1	21	-1	41	-7
O=C(c1ccccn1)N1CC[C@H]2[C@H](CO)Nc3ccc(-c4ccc(F)cc4)cc3[C@H]21	0.7	13	-1	0.0	4	2	17	6
COC(=O)c1ccc(NC(=O)COC(=O)C2CCC2)cc1	1.5	1	0	0.0	x	-3	2	-1
COc1ccc2nc(N(CCN(C)C)C(=O)/C=C/c3cccs3)sc2c1	-0.2	x	1	-0.3	x	-1	18	0
O=C(O)CCN1C(=O)c2ccc(Oc3ccc([N+](=O)[O-])cc3)cc2C1=O	-0.1	5	-5	0.0	4	0	-23	0
CCN1CCCC1CNC(=O)C(=O)NC(C)C (configuration not stated)	0.0	x	9	-0.1	x	-1	-3	5

3 of these compounds in another layout:
COC(=O)c1ccc(NC(=O)COC(=O)C2CCC2)cc1
- E-sel inducer: 1.5
- esBAF inh: 1
- ERAP1 inh: 0
- Xi reactivation: 0.0
- RAD54 branch: x
- ERp5 block: -3
- RAD52 inh: 2
- S100A4 MyoIIA: -1

COc1ccc2nc(N(CCN(C)C)C(=O)/C=C/c3cccs3)sc2c1
- E-sel inducer: -0.2
- esBAF inh: x
- ERAP1 inh: 1
- Xi reactivation: -0.3
- RAD54 branch: x
- ERp5 block: -1
- RAD52 inh: 18
- S100A4 MyoIIA: 0

O=C(O)CCN1C(=O)c2ccc(Oc3ccc([N+](=O)[O-])cc3)cc2C1=O
- E-sel inducer: -0.1
- esBAF inh: 5
- ERAP1 inh: -5
- Xi reactivation: 0.0
- RAD54 branch: 4
- ERp5 block: 0
- RAD52 inh: -23
- S100A4 MyoIIA: 0

Following part
SMILES	E-sel inducer	esBAF inh	ERAP1 inh	Xi reactivation	RAD54 branch	ERp5 block	RAD52 inh	S100A4 MyoIIA
CCOC(=O)Cn1c(=O)c(-c2cc(Br)ccc2N)nc2ccccc21	x	x	0	u	-1	2	-159	27
COCCNC(=O)C1CCCN(Cc2cccc(C#N)c2)CC1 (configuration not stated)	0.0	2	1	0.1	0	3	-39	-4
COc1cc2cnc(CCCC#N)cc2cc1OC	0.2	-4	-4	-0.1	-6	1	0	-2
CC1=N/C(=C/c2cc(Br)cc(Br)c2O)C(=O)O1	0.1	4	3	0.1	0	2	-25	-13
O=C(Nc1cc(F)ccc1F)N1CCCCN2[C@H](CO)[C@@H](c3ccc(-c4ccccc4)cc3)[C@@H]2C1	-0.5	x	-1	0.0	3	1	-25	0
CC(C)(C)OC(=O)C[C@@H]1C/C=C\C[C@H](CC(=O)N(CCO)Cc2ccccc2)C(=O)N[C@@H](Cc2ccccc2)COC1=O	0.0	7	-1	0.0	0	2	-17	1
CCCCn1c(N)c(N(CCC(C)C)C(=O)COC(=O)/C=C/c2ccc(F)cc2)c(=O)[nH]c1=O	3.3	2	-1	0.0	5	-2	-30	-3
COc1ccc(-c2ccc([C@H]3[C@@H](C#N)N(C(=O)c4cccc(F)c4)[C@H]3CO)cc2)cc1	-0.4	17	-3	0.5	-13	0	-52	-3
COc1ccc(C(=O)Nc2ccc(C)cc2C(=O)c2ccccc2)c(OC)c1	-3.0	x	-4	0.1	x	-7	-9	-2
COCCN=C1N[C@@H](c2ccc(Br)cc2)C(C(=O)OC)=C(C)N1Cc1ccccc1	0.0	2	91*	0.0	0	4	21	-1
Cc1ccnc(NC(=O)C2CCN(S(=O)(=O)c3ccc(C)c(C)c3)CC2)c1	x	x	1	-0.1	x	-3	-15	7
COc1ccc(CCNC(=O)C2CCN(S(=O)(=O)c3ccc(NC(C)=O)cc3)CC2)cc1OC	1.5	-11	-4	0.2	-3	3	-4	0
Cc1cccc(-n2ccnc2CN2CCN(C(C)C)C(CCO)C2)c1 (configuration not stated)	-0.1	2	-3	0.0	-5	2	-26	-2
COc1ccc2c3c([nH]c2c1)[C@H](CO)N(C(=O)Cc1ccccc1)CC31CN(C)C1	-0.3	x	0	0.0	x	-6	9	6
CCOc1ccsc1C(=O)NNC(=O)c1ccco1	-0.2	3	-2	0.0	-11	4	-7	0
C[C@H](CO)N1C[C@H](C)[C@@H](CN(C)C(=O)C2CCC2)Oc2cc(-c3cncnc3)ccc2S1(=O)=O	0.7	0	1	-0.2	-6	1	9	43
COc1cccc(C(=O)N2CCCN(C)CC2)c1OC	x	-13	-2	0.1	-3	2	-29	0
C/C(=N\NC(=O)Cn1nnc2ccccc21)c1ccco1	x	3	1	0.0	-7	12	-11	-6
O=C(c1cc(-c2ccccc2Cl)on1)N1CCCC1	0.1	-63	2	0.0	0	-3	2	9
CC12CCC(C(=O)NNc3ccc([N+](=O)[O-])cc3)(CC1=O)C2(C)C (configuration not stated)	0.1	x	2	-0.1	x	5	-4	-2
Cc1cccc(NC(=O)c2nc[nH]c2C(=O)N[C@@H](C)C(=O)OCc2ccccc2)c1	0.1	-11	7	0.0	-2	-2	-20	-12
C[C@@H]1CN([C@H](C)CO)C(=O)c2cc(-c3cccnc3)cnc2O[C@@H]1CN(C)C(=O)NC1CCCC1	0.7	-10	-5	-0.6	4	6	24	8
COc1ccc(-c2cnc3c(c2)C(=O)N([C@@H](C)CO)C[C@@H](C)[C@@H](CN(C)C(=O)Cc2ccncc2)O3)cc1	0.0	-7	5	-0.5	-8	4	-4	-6
O=C(COC(=O)C1CC(=O)N(CCc2ccccc2)C1)c1ccc[nH]1 (configuration not stated)	-0.2	-8	0	0.2	-6	-3	2	5
Cc1ccnc(NS(=O)(=O)c2ccc(NC(=O)CSc3nc(-c4ccccc4)cc(=O)[nH]3)cc2)n1	0.3	-6	-4	0.1	-2	-2	-50	1
COCCN(C[C@H]1[C@H](c2ccccc2)[C@H](CO)N1C(C)=O)C(=O)c1cccnc1	-0.3	-1	0	0.3	6	-1	-5	1
COc1ccc(C(=O)NCc2ccccc2)cc1S(=O)(=O)N1CCCc2ccccc21	x	x	4	x	8	-1	-18	-4
